Compound activity as filed in PubChem.
NPY-Y1 antag: NPY-Y1 (human) receptor antagonism; P25929; HEK293-CNG Y1 cells, membrane potential fluorescence; NPY at EC95, then isoproterenol; inhibition, % at 3.6 µM; 1% of 200,000 active; AID 1040;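 active = inhibition above the campaign mean inhibition of all tested compounds plus 3 SD, cut at about 20% in these data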;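 also: 0% = DMSO wells given NPY plus isoproterenol and 100% = isoproterenol alone without NPY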
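System: HEK293 cells with Y1 receptor plus CNG channel / Probe or stimulus: NPY 25 nM then isoproterenol 1 µM plus Ro 20-1724 25 µM / Compound: one concentration, 3.6 µM, in 0.4% DMSO / Schedule: compound incubation 1 h at room temperature, readout 45 min post-stimulation / Measured by: membrane potential fluorescence / Read-out: % inhibition of NPY effect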
NPY-Y1 PAM-ag: potentiators or agonists of human neuropeptide Y receptor Y1; P25929; NPY-Y1 expressing cells, potentiator/agonist activation; activation, % at 3.6 µM; 0.37% of 220,000 active; AID 1304; in the data active = activation above about 33%, passing the limit was not always enough;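 also: cells stimulated with NPY at EC10 then isoproterenol at EC100; 0% = low agonist plus stimulus and 100% = saturating agonist plus stimulus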
RBBP9 inh: blocks human serine hydrolase RBBP9 | 0.2% of 220,000 active | inhibition, % at 7.94 µM | O75884 | recombinant RBBP9, FP-Rh probe fluorescence polarization;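 active = inhibition above the campaign mean of all tested compounds plus 3 SD, cut at about 14% in these data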;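 also: plate controls were DMSO wells with RBBP9 for no effect and wells lacking RBBP9 protein for full effect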
Target sequence (O75884 whole entry, looked up): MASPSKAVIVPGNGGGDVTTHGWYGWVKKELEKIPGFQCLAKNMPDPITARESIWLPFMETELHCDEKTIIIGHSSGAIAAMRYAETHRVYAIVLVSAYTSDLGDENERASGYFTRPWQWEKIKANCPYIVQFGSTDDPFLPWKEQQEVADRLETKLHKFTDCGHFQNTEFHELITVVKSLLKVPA
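System: RBBP9 protein | Quantity: 2.5 µM RBBP9 dispensing solution, before mixing | Reagent: FP-Rh probe, 375 nM dispensing solution | Timing: Enzyme-compound preincubation 30 min, then probe labeling 45 min, 25 °C | Measured by: Fluorescence polarization | Read-out: % inhibition | Replication: One well per compound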
NPY2 pot ag: human NPY-Y2 potentiation or agonism, primary screen; activation, % at 3.6 µM; P49146; cells expressing NPY-Y2, potentiator/agonist read-out; 0.45% of 220,000 active; in the data active = activation above about 27%;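 also: cells stimulated with NPY near EC25 plus isoproterenol at EC100; 0% = vehicle plus submaximal agonist and 100% = vehicle plus saturating agonist; some results beyond the cut were filed as inactive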
Hck Nef HTS: blocks Nef-activated human Hck kinase; P08631; Recombinant Hck-YEEI plus Nef, Z-Lyte FRET kinase assay; inhibition, % at 20 µM; 0.68% of 220,000 active;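 active = Hck-Nef kinase inhibition above about 50%, limit read from the data; inactive = inhibition below that limit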;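 also: 0% = DMSO with Hck plus Nef and 100% = Hck alone without Nef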
Runt-SMMHC FRET: inhibitors of human RUNX1 Runt domain binding to CBFb-SMMHC; Q01196+Q13951; 0.74% of 220,000 active; Cerulean-Runt/Venus-CBFb-SMMHC FRET ratio 530/480, 1 h; inhibition, % at 20 µM;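 active = mean inhibition across duplicate retests at 20 µM reaching about 50%, limit read from the data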;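 also: 0% = DMSO wells and 100% = wells with excess untagged CBFb-SMMHC; inhibitors lower the FRET ratio by blocking Runt binding to CBFb-SMMHC; some results filed as inactive read as strong as hits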
Mdm2 ligase inh: blocks human Mdm2 ubiquitin ligase activity. Q00987. cell-based MDM2 ubiquitination luciferase reporter, 2 h; 0 = plate control, 100 = twice control, blank-subtracted. signal enhancement, % at 5 µM. 0.11% of 210,000 active. AID 1230;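 active = signal enhancement of 30% or more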;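 also: luminescence tracks abundance of the self-degrading MDM2-luciferase fusion protein; higher signal means inhibition of MDM2 E3 ligase activity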
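Assay system: stable mammalian line carrying autodegrading MDM2–luciferase fusion reporter; Input: 2000 cells in each well; Compound dosing: single-point 5 µM; Schedule: 2 h compound exposure at 37 °C; Signal: SteadyLite luciferase luminescence after 15 min room-temperature reagent incubation; Evaluation: % luminescence enhancement versus blank-corrected plate control mean; Benchmarks: plate controls and plate blanks.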
p97 inhibitor: blocks human p97 ATPase activity | P55072 | recombinant p97 ATPase, Kinase-Glo ATP luminescence, 3 h | inhibition, % at 8 µM | 0.42% of 220,000 active; in the data active = inhibition above about 15%;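 also: 0% = DMSO vehicle and 100% = wells lacking enzyme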
Target sequence (P55072 whole entry, looked up): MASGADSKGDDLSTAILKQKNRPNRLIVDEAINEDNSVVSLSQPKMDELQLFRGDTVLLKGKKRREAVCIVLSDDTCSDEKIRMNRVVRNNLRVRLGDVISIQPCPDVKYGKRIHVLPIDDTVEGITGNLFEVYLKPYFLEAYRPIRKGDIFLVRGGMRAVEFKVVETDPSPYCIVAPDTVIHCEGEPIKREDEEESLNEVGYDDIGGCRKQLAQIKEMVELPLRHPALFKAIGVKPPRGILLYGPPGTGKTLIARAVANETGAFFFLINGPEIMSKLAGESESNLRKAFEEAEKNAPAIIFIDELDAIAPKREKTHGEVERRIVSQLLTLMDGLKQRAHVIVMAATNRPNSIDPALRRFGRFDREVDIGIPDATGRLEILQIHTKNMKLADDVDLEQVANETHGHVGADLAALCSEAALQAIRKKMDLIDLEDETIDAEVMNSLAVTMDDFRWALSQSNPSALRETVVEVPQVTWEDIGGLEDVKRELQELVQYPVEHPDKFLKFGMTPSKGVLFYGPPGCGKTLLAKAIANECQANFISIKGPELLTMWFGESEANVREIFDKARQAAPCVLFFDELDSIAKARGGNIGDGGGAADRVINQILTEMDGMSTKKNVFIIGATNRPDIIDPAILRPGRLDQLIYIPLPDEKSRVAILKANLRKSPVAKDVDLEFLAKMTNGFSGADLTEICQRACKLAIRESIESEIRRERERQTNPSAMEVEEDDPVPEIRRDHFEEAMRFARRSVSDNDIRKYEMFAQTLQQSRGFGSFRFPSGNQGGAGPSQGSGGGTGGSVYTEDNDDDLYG
Runt-CBFb FRET: inhibitors of human RUNX1 Runt domain binding to CBFb; Q01196+Q13951; Cerulean-Runt/Venus-CBFb FRET ratio 530/480, 1 h; inhibition, % at 20 µM; 0.46% of 220,000 active;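 active = inhibition over about 50% at 20 µM in the single-dose screen, limit read from the data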;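 also: 0% = DMSO wells and 100% = excess unlabeled CBFb competitor control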
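test system = Cerulean-Runt domain fusion protein, energy donor | probe or stimulus = Venus-CBFb binding partner, 100 nM | incubation = two 1 h room-temperature incubations shielded from light | detection = fluorescence energy transfer, 422 nm excitation, 530/480 nm emission | measure = loss of energy transfer signal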
Numbers without * were called inactive; . = no result given.

Molecule | NPY-Y1 antag | NPY-Y1 PAM-ag | RBBP9 inh | NPY2 pot ag | Hck Nef HTS | Runt-SMMHC FRET | Mdm2 ligase inh | p97 inhibitor | Runt-CBFb FRET
O=C(CN1CCN(Cc2ccc(Cl)cc2)CC1)N/N=C/C=C/c1ccccc1[N+](=O)[O-] | -4 | 13 | -11 | 9 | 0 | -1 | -3 | -9 | -5
O=C(Cc1ccccc1)N1CCN(C(=O)c2cccs2)CC1 | -5 | 0 | -15 | 13 | 2 | 2 | -13 | 4 | -2
O=C(OCC(=O)N1CCc2ccccc21)c1ccccn1 | 4 | 19 | -6 | -7 | 17 | -7 | -1 | 7 | 0
COc1ccc(N2C(=O)C3CCCN3C2c2ccccc2OC)cc1 (configuration not stated) | 1 | 1 | 2 | -10 | 3 | -8 | -11 | 3 | 2
CS(=O)(=O)c1cnc2c(-c3ccsc3)cnn2c1N | -2 | 14 | -4 | -2 | 1 | 1 | -19 | 0 | 0
Cc1ccc(S(=O)(=O)CC(=O)N(C)C)cc1 | 4 | 3 | -5 | 7 | 3 | 0 | 0 | 2 | -2
O=C(Cn1cnc([N+](=O)[O-])n1)NCc1ccccc1 | 1 | -11 | -2 | -1 | 0 | 2 | -4 | 2 | 1
COc1ccccc1OCc1nc2ccccc2[nH]1 | 1 | -9 | -1 | 23 | 6 | -4 | -13 | -1 | 3
Cc1ccc(Cl)cc1NC(=O)CCC(=O)Nc1cc(Cl)ccc1C | 6 | 10 | -8 | -7 | -2 | 0 | 0 | -1 | 2
Cc1sc2ncn(CC(=O)OC(C)C)c(=O)c2c1C | -6 | 4 | 7 | 7 | 1 | -4 | 3 | -2 | 2
Cc1nn(CC#N)c(=O)n1-c1ccc(Cl)cc1 | -3 | 7 | -5 | 14 | 21 | -4 | -12 | 2 | 1
Cc1ccc(CNC(=O)CCCCn2c(=O)[nH]c3ccsc3c2=O)cc1 | -2 | 1 | -3 | -3 | -26 | 0 | -1 | 3 | 0
Cc1occc1-c1nnc(SCc2cc(=O)n3cc(Br)ccc3n2)n1C | 13 | -22 | -10 | -12 | 2 | 4 | -2 | 3 | 8
O=C(Nc1ccc(OC(F)(F)F)cc1)c1ccc(S(=O)(=O)N2CCOCC2)o1 | . | -2 | -15 | 5 | 5 | -4 | -16 | -7 | 6
CCN1CCCC1CNC(=O)C1c2cc(OC)c(OC)cc2C(=O)N(C)C1c1cccnc1 (configuration not stated) | -3 | -5 | -4 | 13 | 6 | 6 | -12 | 4 | 0
COc1cc(C2NC(=O)NC(C)=C2C(=O)OC2CCCCC2)cc(Br)c1O (configuration not stated) | -1 | 18 | -2 | 9 | 2 | 2 | . | 0 | 2
CC(=O)Nc1ccc(C(=O)OCC(=O)NC2CCCCCCC2)cc1 | -1 | -9 | -8 | 4 | 26 | -3 | -15 | 2 | -4
CCN(CC)S(=O)(=O)c1cccc(C(=O)N2CC(O)CC2C(=O)OC)c1 (configuration not stated) | 6 | 10 | -12 | 8 | 0 | 4 | -9 | 5 | -1
COc1ccccc1C(=O)Nc1ccc(Oc2ncnc3sc(-c4ccccc4)cc23)cc1 | 4 | -13 | -7 | -8 | 0 | 2 | -10 | 2 | 0
CN1CCN(CC(C)(C)NS(=O)(=O)c2ccc(Cl)cc2)CC1 | 8 | -2 | -3 | 8 | 0 | 1 | -81 | 4 | -2
NC(=O)c1nn(-c2ccc(Oc3ccccc3)cc2)c(=O)cc1O | 6 | -2 | -10 | 12 | 82* | 14 | -16 | 8 | -1
CCSc1nc2c(c(=O)[nH]1)C(c1cccs1)C(C(=O)OC)=C(C)N2 (configuration not stated) | 6 | -2 | -10 | 7 | -1 | 1 | . | 4 | -1
COc1ccc(C2Nc3ccccc3C(=O)N2O)cc1OC (configuration not stated) | -4 | 7 | -1 | -14 | 0 | 3 | 9 | -2 | -2
COc1ccccc1N(C(=O)CCl)c1cn(C(C)=O)c2ccccc12 | . | 14 | -1 | 15 | 19 | 0 | 1 | 7 | 0
CC(C)CNC(=O)NC(=O)COc1ncnc2sccc12 | 3 | 10 | 1 | 3 | -1 | -7 | -5 | 1 | -2
CN(C)N=Nc1nc2c(c(=O)n(C)c(=O)n2C)n1C | . | -9 | -9 | 6 | -6 | -1 | -7 | -4 | -3
CCC1=C(OC(=O)N(CC)CC)N2C(=O)OC(=NCc3ccccc3)[C@]2(C)[C@H]2C1=CC[C@H]1C(=O)N(CC(=O)OC)C(=O)[C@H]12 | . | . | . | . | 10 | -5 | -5 | . | 0
CCCSc1nc(O)c(C2OC(=O)c3c2ccc(OC)c3OC)c(=O)n1C (configuration not stated) | 1 | -18 | -6 | -10 | -12 | -6 | -18 | 2 | 1
CN(C)NC(=O)C12CCC(C)(C(=O)O1)C2(C)C (configuration not stated) | -2 | -1 | -3 | 10 | 16 | 0 | 4 | -1 | 1
CN(C)S(=O)(=O)c1cc(NC(=O)COC(=O)Cc2ccc(Cl)cc2Cl)ccc1Cl | -8 | 0 | -15 | -13 | -2 | 1 | -15 | -3 | 1
Cc1nn(C(C)CC(=O)O)c(C)c1Br (configuration not stated) | -1 | 16 | -6 | -3 | 1 | -2 | -10 | 2 | 0
COc1ccc(-c2nc(-c3ccc4c(c3)OCO4)[nH]c2-c2ccc(OC)cc2)cc1 | -6 | 28 | -5 | 18 | 3 | -1 | -8 | 6 | 1
COc1ccc(S(=O)(=O)NCCSCc2ccccc2C)cc1Br | 9 | -17 | -11 | -5 | 2 | 6 | -3 | -4 | -4
O=C(CSc1nnc2ccccn12)N1CCc2ccccc2C1 | -1 | 9 | 1 | 4 | 0 | 1 | -19 | 5 | 0
O=C(N/N=C/c1ccco1)c1cccc(N2CCCC2=O)c1 | 9 | 3 | -6 | 2 | 0 | 0 | -10 | -7 | 2
CSc1ccc(CN2CCN(Cc3ccccc3)C(CCO)C2)cc1 (configuration not stated) | 1 | 1 | -8 | -31 | 3 | 0 | -15 | 3 | -2
CC(Sc1nc2cc([N+](=O)[O-])ccc2n1-c1cccc(C(F)(F)F)c1)C(=O)NC(N)=O (configuration not stated) | 3 | -15 | 6 | -6 | 2 | 0 | -3 | 4 | -23
CCCCC(=O)OCCNC(=O)c1cc2ccccc2oc1=O | 7 | 20 | 0 | -4 | 5 | -4 | -8 | 4 | 1
CC(=O)/C(=C/Nc1ccc(Oc2ccccc2)cc1)c1ccccc1 | 10 | -30 | -9 | -10 | 0 | -2 | 2 | -9 | -1
CCCC(=O)N1c2ccccc2C(N(C(C)=O)c2ccccc2)CC1C (configuration not stated) | 0 | 9 | -4 | -20 | 0 | 0 | -16 | 1 | -2
c1ccc(CNc2ncnc3c2ncn3C2CCCCO2)cc1 (configuration not stated) | 0 | 0 | -6 | 5 | 4 | -2 | -17 | 3 | -1
CCOC(=O)CCS(=O)(=O)c1ccc(-c2ccc(S(=O)(=O)CCC(=O)OCC)cc2)cc1 | 7 | 13 | -1 | 3 | -1 | -5 | -11 | -5 | -4
N=C(N)SCc1cccc2ccccc12 | 9 | -11 | -4 | -4 | 2 | 3 | -19 | 4 | .
CC1CCN(C(=O)C2CCC(CNS(=O)(=O)c3cccc4cccnc34)CC2)CC1 (configuration not stated) | 1 | 28 | -14 | -5 | 0 | -2 | -16 | -12 | 1
CCOc1ccc(CCNC(=O)C2CCN(c3nn4c(=O)cc(C)nc4s3)CC2)cc1 | -1 | 9 | -7 | 6 | -2 | 4 | 3 | 4 | -2
COc1ccc(S(=O)(=O)N/N=C\c2ccc3c(c2)OCO3)cc1 | 0 | -3 | -7 | -8 | -1 | 2 | -22 | 3 | 1
CC(C)(C)NC(=O)NC(=O)CN1CCCCCCC1 | 3 | -3 | -11 | 14 | 18 | 3 | -11 | 7 | -2
Cc1cccc(NC(=O)CN2C(=O)CSC2=O)c1 | -3 | -4 | -7 | -11 | 20 | . | 0 | 2 | .
COCP(=O)(c1ccccc1)c1ccccc1 | 3 | -20 | 1 | 12 | -2 | 1 | -2 | 3 | -2
CC(=O)Nc1ccccc1Oc1ccccc1 | -2 | 6 | -5 | -8 | -2 | -3 | -8 | 2 | -2

Individual results from above:
Entry of CCOc1ccc(CCNC(=O)C2CCN(c3nn4c(=O)cc(C)nc4s3)CC2)cc1 under NPY2 pot ag: 6
Entry of CC(C)(C)NC(=O)NC(=O)CN1CCCCCCC1 under p97 inhibitor: 7

Remaining list, next part
Molecule | NPY-Y1 antag | NPY-Y1 PAM-ag | RBBP9 inh | NPY2 pot ag | Hck Nef HTS | Runt-SMMHC FRET | Mdm2 ligase inh | p97 inhibitor | Runt-CBFb FRET
CCC(C)c1ccc(NC(=O)c2cccs2)cc1 (configuration not stated) | 0 | -10 | -6 | 3 | -2 | 0 | -33 | -8 | 2
Cc1ccc(-n2nnnc2Sc2nc([N+](=O)[O-])nn2C)c(C)c1 | -2 | -13 | -16 | -11 | -1 | . | . | -6 | .
CCOC(=O)c1[nH]c2ccc(OC)cc2c1NC(=S)N1CCN(c2cccc(C)c2C)CC1 | 1 | -5 | 7 | 6 | 0 | -16 | -4 | 8 | 1
Cc1cccc(C)c1NC(=O)CSc1nnc(C)c(=O)[nH]1 | 4 | 2 | 3 | -3 | 16 | 0 | 13 | 3 | 0
CCOc1ccccc1NC(=O)Nc1ccc(CC#N)cc1 | . | 7 | -9 | -8 | 10 | 4 | 4 | 5 | -2
CCCn1c(=O)c(C(=O)Nc2ncccc2C)c(O)c2ccccc21 | 6 | -15 | -5 | 1 | 31 | -4 | 3 | 3 | 0
COc1cc(C(=O)Oc2ccccc2/C=N/NC(=O)c2ccc(Cl)cc2)cc(OC)c1OC | 2 | -47 | -12 | -8 | 0 | 0 | -7 | 0 | 0
CN(C)S(=O)(=O)c1ccc(N2CCCC2)c(C(=O)Nc2ccccc2OC(F)F)c1 | 6 | -2 | -7 | -7 | -11 | 0 | 0 | -4 | -1
O=C(Cn1cnc2c(nnn2-c2ccc(F)cc2)c1=O)N1CCCc2ccccc21 | 3 | 7 | -3 | 3 | 0 | -3 | 8 | 4 | 2
